CBFb-RUNX1 inh – qHTS Assay for Compounds Blocking the Interaction Between CBF-beta and RUNX1 for the Treatment of Acute Myeloid Leukemia | Potency, µM (series often up to 59.8 µM), without a hit: at the highest dose activity, negative = inhibition, hits mostly inhibitors | AID 1477, 2009 | AlphaScreen CBFb-His/RUNX1-biotin binding, biochemical | 230,000 tested, under 10 active; also: % of control where 0% means no effect
Target sequence (Q01196 whole entry, looked up): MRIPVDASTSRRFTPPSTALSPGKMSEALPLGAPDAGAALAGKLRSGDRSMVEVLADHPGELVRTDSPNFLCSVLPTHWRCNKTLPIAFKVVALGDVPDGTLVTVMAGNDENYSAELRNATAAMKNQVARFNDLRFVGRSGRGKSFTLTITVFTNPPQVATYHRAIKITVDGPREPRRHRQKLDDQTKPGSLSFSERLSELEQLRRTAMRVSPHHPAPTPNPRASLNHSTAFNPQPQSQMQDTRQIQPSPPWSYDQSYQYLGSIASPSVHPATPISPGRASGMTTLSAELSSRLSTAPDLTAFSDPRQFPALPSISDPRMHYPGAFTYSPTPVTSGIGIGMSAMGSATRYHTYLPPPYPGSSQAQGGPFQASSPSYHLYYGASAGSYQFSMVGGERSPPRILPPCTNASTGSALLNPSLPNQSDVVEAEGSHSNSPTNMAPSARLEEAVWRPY
Target sequence (Q13951 whole entry, looked up): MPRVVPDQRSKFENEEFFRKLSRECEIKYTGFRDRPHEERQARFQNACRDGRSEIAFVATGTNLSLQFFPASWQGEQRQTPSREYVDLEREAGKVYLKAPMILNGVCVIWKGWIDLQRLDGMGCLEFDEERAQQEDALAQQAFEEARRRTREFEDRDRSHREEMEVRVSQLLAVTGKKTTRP
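Interaction loss through any mechanism counts as activity. Pre-formed complex of His-CBF-beta and biotin-RUNX1 (30 nM apiece) is incubated with compound 15 min, then with 50 ng nickel and 50 ng streptavidin beads for 90 min before AlphaScreen detection.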
Epigenetic derep – Quantitative High-Throughput Screen for Regulators of Epigenetic Control; 280,000 compounds, 0.2% hits; murine LDR cells, GFP reporter derepression, 30 h; Potency, µM (top dose mostly 53.9 µM), for the others: at the top dose GFP activation, usual class: activators; also: potency is read from the fitted curve at half-maximal effect; % of control where 0% means no effect; nearly all actives have a fitted effect of over 60% in size
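Murine LDR cells carrying a silenced, genomically integrated CMV-driven GFP reporter were exposed to compound for 30 hours at 37 C. After PBS washes, GFP-positive cells (20–120 um objects) were counted by laser-scanning microplate cytometry.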
HttQ103 aggreg – qHTS Multiplex Assay to Identify Dual Action Probes in a Cell Model of Huntington: Aggregate Formation (GFP); PC12 HttQ103-GFP aggregates, Acumen cytometry, 40 h; 220,000 compounds, 1.1% hits; Potency, µM (titrated, usually from 46.1 µM), for inactives: top-dose activity change, negative = inhibition, most hits filed as inhibitors; also: potency is read from the fitted curve at half-maximal effect; % is scaled to controls: 0 for no effect and ±100 for the full control effect; nearly all actives have a fitted effect of over 60% in size
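Huntingtin Q103 exon 1–GFP aggregates in induced PC12 cells (100 nM tebufenozide) were quantified by cytometry from lysates, with compounds dosed in titration.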
NPSR antag – qHTS Assay for Antagonists of the Neuropeptide S Receptor: cAMP Signal Transduction; Q6W5P4; CHO-NPSR cells, cAMP TR-FRET, antagonist mode; Potency, µM (highest dose often 38.3 µM), without a hit: at the top dose activity change, negative = inhibition, usual class: inhibitors; 220,000 compounds, 1% hits; also: potency is read from the fitted curve at half-maximal effect; % is scaled to controls: 0 for no effect and ±100 for the full control effect; nearly all actives have a fitted effect of over 50% in size; many of its hits are not listed in these tables
Target sequence (Q6W5P4 whole entry, looked up): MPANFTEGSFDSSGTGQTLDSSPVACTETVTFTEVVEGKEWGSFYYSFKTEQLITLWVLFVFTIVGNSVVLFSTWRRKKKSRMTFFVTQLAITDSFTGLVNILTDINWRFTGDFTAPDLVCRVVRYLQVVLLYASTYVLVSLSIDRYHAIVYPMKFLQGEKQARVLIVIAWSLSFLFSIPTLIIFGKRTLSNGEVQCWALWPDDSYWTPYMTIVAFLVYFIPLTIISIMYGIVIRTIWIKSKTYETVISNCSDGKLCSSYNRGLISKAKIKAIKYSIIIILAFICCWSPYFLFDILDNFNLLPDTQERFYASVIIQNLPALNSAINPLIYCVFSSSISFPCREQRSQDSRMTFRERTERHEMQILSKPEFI
IMPase Li inh – qHTS Assay for Identifying the Cell-Membrane Permeable IMPase Inhibitors: Potentiation with Lithium. CHO-M1 cells, IP1 TR-FRET (IP-One), carbachol + lithium. Potency, µM (highest dose often 59.4 µM), inactives show at the highest dose activity, negative = IMPase inhibition, actives largely listed as inhibitors. 210,000 compounds, 0.35% hits. AID 1457, 2008;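 also: IP1 builds up when IMPase is blocked and the TR-FRET signal falls; potency is read from the fitted curve at half-maximal effect; plate controls were basal vehicle for no effect and high inhibitor control for full effect; nearly all actives have a fitted effect of over 50% in size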
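Concentration–response in CHO-M1 cells, lithium-potentiated; 30 min at 37C. IP1 detected by competitive TR-FRET after 10 min lysis at RT. Hill-fitted AC50.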
KinaseGlo FLuc – Counterscreen for Luciferase (Kinase-Glo TM) Inhibition; Luciferin 4-monooxygenase (Photuris pensylvanica), Q27757; Kinase-Glo luciferase, ATP luminescence, 8 min; Potency, µM (highest dose often 38.3 µM), without a hit: at the top dose activity change, negative = inhibition, hits mostly inhibitors; 200,000 compounds, 0.28% hits; AID 1379, 2008; also: potency is read from the fitted curve at half-maximal effect; % is scaled to controls: 0 for no effect and ±100 for the full control effect; nearly all actives have a fitted effect of over 60% in size
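Kinase-Glo luciferase light output from ATP and luciferin was measured with 10 uM ATP, within the enzyme's linear range. Buffer: 50 mM imidazole pH 7.2, 50 mM KCl, 7 mM MgCl2, 0.01% Tween 20, 0.05% BSA; luminescence read after 8 min at ambient temperature.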
LMNA splice mod – qHTS Assay for Modulators of Lamin A Splicing | HeLa LMNA splicing GFP/RFP minigene ratio, 48 h | Potency, µM (highest dose often 46.1 µM), for inactives: at the top dose ratio change, negative = inhibition, usual class: inhibitors | 200,000 compounds, 0.01% hits | AID 1487, 2009; active = well fitted inhibition curve with a large enough effect in the signal ratio, with a control signal flat, not every such curve was filed as active; inconclusive = small, poorly fitted or top-dose-only effect, or effect the other way, or a change in a side signal; the % refers to the signal ratio; also: potency is read from the fitted curve at half-maximal effect; % is scaled to controls: 0 for no effect and ±100 for the full control effect
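Read-out is the ratio of GFP to DsRed2 object intensity, acquired by 488 nm laser-scanning cytometry on HeLa lamin A-EGFP minigene reporter cells. Compound incubation 48 hrs at 37 °C in Opti-MEM with 2% FBS; DMSO 0.5% final.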
Starred values were filed as active, the others as inactive; ? = inconclusive; / = not tested or not shown; & = joins results of further samples; [ ] = remark or other dose. Unless noted, calls follow the shape of the dose curve; as a rule, active = well fitted curve in the direction sought with a large enough effect; inconclusive = small, poorly fitted or top-dose-only effect, or another doubt; inactive = no such curve, though single readings can be large; an effect the other way counts as inactive or inconclusive.

The first ten compounds, to show the layout:
No. | mol | NPSR antag | CBFb-RUNX1 inh | Epigenetic derep | LMNA splice mod | IMPase Li inh | HttQ103 aggreg | KinaseGlo FLuc
1 | Cc1c(Cl)cnc(NC(=O)CSc2nnc3ccccn23)c1Cl | -4%[46.1 µM] | 5% | 4.8% | 2% | 19%[38.3 µM] | 8% | 3%
2 | Cc1cc(NC(=O)CSc2nc(-c3ccc(F)cc3)cs2)no1 | 8%[46.1 µM] | 3% | -0.1% | 11% | 25%[38.3 µM] | -17% | 22%
3 | O=C(NCC1CCCO1)c1ccc(COCC(F)(F)C(F)F)cc1 (configuration not stated) | 16%[46.1 µM] | 1% | -0.8% | 8% | 13%[38.3 µM] | -8% | 4%
4 | Cn1c(=O)oc2cc(S(=O)(=O)N3CCN(c4ccc(F)cc4)CC3)ccc21 | -3%[46.1 µM] | 6% | ? | -18% | 2% | 14% | 5%
5 | Cc1ccc(NC(=O)Cn2c(=O)oc3ccccc32)cc1 | 3% | 0% | 3.0% | ? | -5% | 6%[9.22 µM] | 0%
6 | COc1ccc2oc(=O)c(C(=O)Oc3ccc(NC(C)=O)cc3)cc2c1 | -10%[46.1 µM] | 4% | -1.1% | -5% | -5%[38.3 µM] | -28% | 2%
7 | Cc1ccc(C(=O)NNC(=O)CCC(=O)Nc2cc(C)on2)cc1 | 20% | 0% | -1.1% | -5% | -3% | ? | -3%
8 | CCOC(=O)CC1C(=O)NCCN1C(=O)c1ccc(F)cc1F (configuration not stated) | -2%[46.1 µM] | 11% | 0.7% | 4% | 31%[38.3 µM] | 8% | -4%
9 | C=CCn1c(O)c(N=NC(=S)Nc2ccccc2F)c2ccccc21 | -34% | / | -0.3% | ? | 0% | ? | -2%
10 | Cc1ccc(C(=O)N/C(=C\c2cccs2)C(=O)NCc2cccnc2)cc1 | 29% | -4% | 0.0% | -16% | -6% | 11% | 0%

The listing, previewed entries included:
No. | mol | NPSR antag | CBFb-RUNX1 inh | Epigenetic derep | LMNA splice mod | IMPase Li inh | HttQ103 aggreg | KinaseGlo FLuc
1 | Cc1c(Cl)cnc(NC(=O)CSc2nnc3ccccn23)c1Cl | -4%[46.1 µM] | 5% | 4.8% | 2% | 19%[38.3 µM] | 8% | 3%
2 | Cc1cc(NC(=O)CSc2nc(-c3ccc(F)cc3)cs2)no1 | 8%[46.1 µM] | 3% | -0.1% | 11% | 25%[38.3 µM] | -17% | 22%
3 | O=C(NCC1CCCO1)c1ccc(COCC(F)(F)C(F)F)cc1 (configuration not stated) | 16%[46.1 µM] | 1% | -0.8% | 8% | 13%[38.3 µM] | -8% | 4%
4 | Cn1c(=O)oc2cc(S(=O)(=O)N3CCN(c4ccc(F)cc4)CC3)ccc21 | -3%[46.1 µM] | 6% | ? | -18% | 2% | 14% | 5%
5 | Cc1ccc(NC(=O)Cn2c(=O)oc3ccccc32)cc1 | 3% | 0% | 3.0% | ? | -5% | 6%[9.22 µM] | 0%
6 | COc1ccc2oc(=O)c(C(=O)Oc3ccc(NC(C)=O)cc3)cc2c1 | -10%[46.1 µM] | 4% | -1.1% | -5% | -5%[38.3 µM] | -28% | 2%
7 | Cc1ccc(C(=O)NNC(=O)CCC(=O)Nc2cc(C)on2)cc1 | 20% | 0% | -1.1% | -5% | -3% | ? | -3%
8 | CCOC(=O)CC1C(=O)NCCN1C(=O)c1ccc(F)cc1F (configuration not stated) | -2%[46.1 µM] | 11% | 0.7% | 4% | 31%[38.3 µM] | 8% | -4%
9 | C=CCn1c(O)c(N=NC(=S)Nc2ccccc2F)c2ccccc21 | -34% | / | -0.3% | ? | 0% | ? | -2%
10 | Cc1ccc(C(=O)N/C(=C\c2cccs2)C(=O)NCc2cccnc2)cc1 | 29% | -4% | 0.0% | -16% | -6% | 11% | 0%
11 | COc1cccc(/C=C/c2nc3c(cnn3-c3ccccc3)c(=O)[nH]2)c1 | -21% | 4% | 14% | ? | -6% | 12% | 1%
12 | O=C(CS(=O)(=O)Cc1ccccc1)Nc1ncccn1 | 19%[46.1 µM] | 8% | -1.1% | 4% | 13%[38.3 µM] | 6% | 0%
13 | CCOC(=O)C1=C(C)Nc2ccccc2N=C1NC(=O)C(c1ccccc1)c1ccccc1 | -54% | 3% | 2.1% | / | 13% | 1% | -2%
14 | Cc1ccc(S(=O)(=O)C2(S(=O)(=O)c3ccc(C)cc3)CCCC2)cc1 | -13%[46.1 µM] | 4% | 0.0% | -27% | 17%[38.3 µM] | -2% | 0%
15 | COc1ccc(C2C(C(=O)NCc3cccnc3)c3ccccc3C(=O)N2C)cc1OC (configuration not stated) | -5%[46.1 µM] | 1% | -1.1% | -1% | / | 13% | /
16 | CCC/C=C(\CCC)C(NC(=O)c1ccc(C(F)(F)F)cc1)c1ccc(C(F)(F)F)cc1 (configuration not stated) | / | 11% | 0.2% | / | 5% | / | 1%
17 | Cc1ccccc1OCC(=O)NNC(=S)NC(=O)c1ccco1 | -2%[46.1 µM] | -5% | -0.2% | ? | 2%[38.3 µM] | ? | 1%
18 | C=Cn1cc[n+](CC(=O)C(C)(C)C)c1 | 12% | 3% | 0.0% | 6% | 7% | -11% | -1%
19 | O=C(NC1CCCCCC1)c1ccc(N2CCCC2=O)cc1 | -11%[46.1 µM] | 6% | 0.8% | 3% | -22%[38.3 µM] | -12% | -7%
20 | CCc1ccc(Nc2ncc3c(n2)CC(c2ccc(OC)cc2)CC3=O)cc1 (configuration not stated) | -20%[46.1 µM] | 0% | 2.2% | 0% | -1%[38.3 µM] | -5% | -7%
21 | COc1ccc2[nH]cc(C(=O)CN(C)CCc3ccc(OC)c(OC)c3)c2c1 | -10%[46.1 µM] | -8% | 1.6% | ? | 15%[38.3 µM] | -20% | -3%
22 | COC(=O)CNc1nc(OC)nc(N(C)C)n1 | -1%[46.1 µM] | 5% | -1.7% | -4% | -5%[38.3 µM] | 30% | -3%
23 | O=C(NCc1ccccc1)c1cc(S(=O)(=O)N2CCC3(CC2)OCCO3)ccc1F | -23%[46.1 µM] | 4% | -1.3% | ? | 12%[38.3 µM] | -13% | -4%
24 | CC(C)CSc1ccc(S(=O)(=O)NCC(=O)O)cc1[N+](=O)[O-] | 13% | 3% | 0.0% | 7%[46 µM] | 4% | 4% | 2%
25 | Cc1nc(N2CCCCC2)c2sc(=S)n(C)c2n1 | -19%[46.1 µM] | 3% | -0.8% | -16% | 10%[38.3 µM] | -14% | 3%
26 | Cc1ccc(C(=O)c2ccccc2C(=O)OCC(=O)NC(=O)NC(C)(C)C)cc1 | -2% | -10% | -0.9% | ? | 7% | 1% | 3%
27 | Cc1ccc(C(=O)COc2cccc(NC(=O)c3ccco3)c2)cc1 | -6%[46.1 µM] | 4% | -1.0% | ? | 15%[38.3 µM] | 5% | 4%
28 | COc1ccc(C(=O)NC(NC(=O)c2ccc(OC)cc2)c2ccccc2F)cc1 | 3% | 5% | 14% | 8%[46 µM] | -4% | 26% | 1%
29 | CC1=CC(C)C2(COC(c3ccc[n+](C)c3)OC2)C(C)C1 (configuration not stated) | 1% | 0% | 5.2% | / | 27% | -8%[9.22 µM] | -4%
30 | O=C(COc1ccccc1)N1CCN(c2ccc([N+](=O)[O-])c(N3CCCCC3)c2)CC1 | -18%[46.1 µM] | -29% | -2.2% | 6% | 5%[38.3 µM] | -33% | -2%
31 | O=C(Nc1ccc(S(=O)(=O)Nc2nccs2)cc1)C1CCCCC1 | -9%[46.1 µM] | 0% | -3.1% | -6% | -10%[38.3 µM] | -15% | -6%
32 | Cc1cccc(C)c1NC(=O)COC(=O)c1ccc(N2CCCC2)c([N+](=O)[O-])c1 | 3% | -1% | -0.9% | 6% | 4% | 2% | 3%
33 | O=C(NNC(=O)c1ccccn1)c1cccc([N+](=O)[O-])c1 | 7% | -3% | -1.2% | / | 5% | ? | 0%
34 | Nc1ccc2nc(-c3ccc(N)c(Cl)c3)[nH]c2c1 | -14%[46.1 µM] | ? | 2.4% | ? | 4% | 0% | -22%
35 | COc1cc(/C=C(\C#N)c2nc3ccccc3[nH]2)c([N+](=O)[O-])cc1OCc1ccccc1 | -4%[46.1 µM] | -5% | 0.1% | ? | 6%[38.3 µM] | -12% | -3%
36 | COc1cc(NS(=O)(=O)c2ccc(NC(=O)c3ccc(S(=O)(=O)N4CCCC4)cc3)cc2)ncn1 | 2% | -17% | -0.1% | / | 9% | 0% | 1%
37 | Cn1nc(-c2ccc(Cl)cc2)c2cc(C(=O)N3CCN(c4ccccn4)CC3)sc21 | ? | 3% | 0.7% | -4% | ? | -27% | 2%
38 | Cc1cccc(OCCC(=O)Nc2ccc(C)c(S(=O)(=O)N3CCCCC3)c2)c1 | -39% | 13% | 0.0% | ? | 6% | -14% | 1%
39 | COc1ccccc1-c1cc(C2CC2)nc(N)c1C#N | -10%[46.1 µM] | 3% | -1.4% | 17% | 8%[38.3 µM] | 10% | 14%
40 | CC(NCc1cccc(S(=O)(=O)N(C)C)c1)c1ccc(F)cc1 (configuration not stated) | -18% | 11% | 1.1% | ? | / | 2%[9.22 µM] | /
41 | C=CCN=C1SCC(=O)N1S(=O)(=O)c1ccc(C)cc1 | -1%[46.1 µM] | 3% | -0.8% | 8% | 2%[38.3 µM] | 2% | 1%
42 | O=C(NCc1ccccc1Cl)c1ccc(-c2ccccc2)cc1 | -15% | -7% | 4.8% | 11% | -12% | 0% | -5%
43 | S=C(NCc1ccco1)N/N=C/c1ccncc1 | -4%[7.67 µM] | -2% | -0.4% | / | / | -5%[9.22 µM] | /
44 | Cc1ccc(C)c(NC(=O)Cn2cnc3c(oc4ccccc43)c2=O)c1 | 5% | -7% | -1.4%&0.0% | ? | 2% | 10% | -1%

Compound activity (PubChem)

The list is partial (hit frequency here may not be typical).
